Source: PubChem BioAssay (Broad Institute)
C2C12 statin = suppressors of statin myotoxicity in C2C12 myotubes, primary screen, cell-based, single point, plate reader; 330,000 compounds, 0.78% hits; rescue of ATP level, % at 7.49 µM; AID 602340, 2012; C2C12 myotubes + simvastatin, ATP luminescence, 48 h; scaled: DMSO 0, geranylgeraniol control 100;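 active means mean ATP rescue above about 67%, or every replicate alone reaching that limit, limit read from the data, passing the limit was not always enough; inconclusive means no clear call, values can overlap the other calls; inactive means mean under the limit and some replicate under it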;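 further: myotubes were challenged with 10 µM simvastatin during compound exposure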
PGC1a acetyl inh = inhibitors of PGC1a acetylation signal, primary screen, cell-based, U2OS, AlphaScreen, inhibitor mode | AlphaScreen anti-acetyl-lysine; with virally co-expressed GCN5 acetyltransferase | inhibition, % at 15.6 µM | AID 651687, 2012 | 350,000 compounds, 0.17% hits;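 active means every replicate shows inhibition of at least 40%; inconclusive means mean inhibition at least 40% but some replicate below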;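 further: 0% = neutral control wells and 100% = positive control wells; some results beyond the cut were filed as inactive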
Cneo AK release = Cryptococcus neoformans cell lysis inducers, primary screen, AK release luminescence, single concentration. 360,000 compounds, 0.2% hits. lysis activity, % at 15 µM. C. neoformans lysis, adenylate kinase release luminescence, 4 h; normalised: neutral wells 0, clomiphene wells 100;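 active means mean lysis activity across replicates of at least 80%, whatever share of replicates individually reach that level; inactive means mean lysis activity below 80%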
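Material – log-phase Cryptococcus neoformans yeast cells · Input – 5 × 10^6 yeast cells/mL · Medium – fresh YPD growth medium · Doses – single compound concentration per well · Timing – static 4 h at 37 °C with compound, 1 h detection · Detection – adenylate kinase release luminescence · Read-out – signal increase indicating cell lysis · Control set – Clomiphene as positive lysis control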
ERAP1 inh = human ERAP1 aminopeptidase inhibitors, primary screen, biochemical, single point, plate reader. Endoplasmic reticulum aminopeptidase 1 (Homo sapiens), Q9NZ08. recombinant ERAP1, Leu-AMC fluorescence, 60 min. inhibition, % at 10.7 µM. 340,000 compounds, 0.15% hits. AID 652197, 2013;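 active means mean replicate inhibition of at least 30%, or all replicates individually reaching that 30% level; inactive means mean below 30% and not every replicate reaching it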;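 further: 0% = neutral control wells and 100% = L-leucinethiol positive control wells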
SIRT5 block = SIRT5 desuccinylase inhibitors, primary screen, biochemical, fluorescence imaging, single point, set 5; NAD-dependent protein deacylase sirtuin-5, mitochondrial (Homo sapiens), Q9NXA8; Purified SirT5, succinyl-peptide AMC, trypsin-coupled fluorescence; inhibition, % at 15 µM; 330,000 compounds, 1.1% hits; AID 652115, 2013; in the data active means inhibition above about 15%; inconclusive means no clear call, values can overlap the other calls
Target sequence (Q9NXA8 whole entry, looked up): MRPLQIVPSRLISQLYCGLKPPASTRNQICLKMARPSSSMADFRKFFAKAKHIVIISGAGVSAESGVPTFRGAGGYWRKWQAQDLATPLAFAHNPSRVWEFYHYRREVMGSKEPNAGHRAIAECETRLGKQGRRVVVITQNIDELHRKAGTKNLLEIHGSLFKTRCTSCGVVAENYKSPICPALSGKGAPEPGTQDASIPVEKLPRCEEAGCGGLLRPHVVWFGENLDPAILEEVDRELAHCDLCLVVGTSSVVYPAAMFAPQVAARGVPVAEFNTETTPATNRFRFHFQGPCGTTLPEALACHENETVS
S100A4 inh HTS = inhibitors of S100A4-myosin IIA peptide binding, primary screen, biochemical, fluorescence polarization, TAMRA-MyoIIA peptide; inhibition, % at 10.7 µM; Protein S100-A4 (Homo sapiens), P26447; AID 652163, 2013; 360,000 compounds, 0.14% hits;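 active means mean inhibition of at least 70% across replicates, with every replicate also reaching that level; inconclusive means mean inhibition reaches 70% but some replicates fall short; inactive means mean inhibition below 70%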
Target sequence (P26447 whole entry, looked up): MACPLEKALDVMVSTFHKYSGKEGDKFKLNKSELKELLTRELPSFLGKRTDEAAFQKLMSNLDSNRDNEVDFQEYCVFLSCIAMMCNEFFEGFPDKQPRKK
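System – human S100A4 monomer protein, biochemical binding assay · Buffer or medium – Calcium-containing HEPES buffer, pH 7.2 · Timing – 5 min between mix addition and reading · Also added – TAMRA-labelled myosin IIA heavy-chain peptide probe, 5 nM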
XiGFP reactiv = activators of inactive X chromosome reactivation, primary screen, imaging, XiGFP fibroblasts, GFP high-content imaging, set 2; XiGFP mouse fibroblasts, % GFP-positive cells imaging, 3 d; cells co-treated with 5-aza-dC sensitizer; scaled so ellipticine positive control = 100%; activation, % at 7.58 µM; 360,000 compounds, 0.055% hits; AID 743238, 2013;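 active means mean normalized replicate activation at least 10% and every replicate at or above 10%; inconclusive means only one of the two criteria met; inactive means mean below 10% and not all replicates reach 10%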;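 further: 0% = median of on-plate neutral control wells and 100% = ellipticine 6 µM median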
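System: SV40-immortalized XiGFP fibroblast cells, line 68-5-11 / Incubation: 3-day compound exposure, then 15 min fixation at room temperature / Compound: single concentration per compound, delivered by pin transfer / Buffer or medium: DMEM plus 5-aza-dC sensitizer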
LGR2 antag = inhibitors of bursicon-induced LGR2 CRE-luciferase signal, primary screen, cell-based, HEK293, CRE-luciferase reporter, bursicon stimulation. inhibition, % at 9.99 µM. bursicon-stimulated, 4 h. 380,000 compounds, 0.35% hits;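 active means drop in luminescence signal, shown as inhibition above about 50% in the replicate tests, limit read from the data, passing the limit was not always enough; inconclusive means probably only some replicates passing the limit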;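 further: agonist challenge used bursicon conditioned medium at about half maximal strength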
Active calls of the source: *; ? = inconclusive; · = no result given. These rows are one share of the data (hit frequency here may not be typical).

Below each compound – C2C12 statin, PGC1a acetyl inh, Cneo AK release, ERAP1 inh, SIRT5 block, S100A4 inh HTS, XiGFP reactiv, LGR2 antag
> O=[N+]([O-])c1ccc(-c2cn(-c3ccccc3)c(=S)[nH]2)cc1
    ·, 13, 2, ·, ·, ·, 0.2, -6
> Cc1ccc(-n2nc3ccc(N)cc3n2)cc1C
    1, 12, 14, 3, -2, -1, 0.0, ·
> COc1ccc(S(=O)(=O)N(C)C[C@H]2Oc3ccc(NC(=O)NC4CCCCC4)cc3CC(=O)N([C@H](C)CO)C[C@H]2C)cc1
    0, 12, -2, -3, 3, -12, -0.3, 3
> C[C@H](CO)N1C[C@H](C)[C@H](CN(C)C(=O)Nc2ccc(C(F)(F)F)cc2)OCCCC[C@H](C)Oc2ccc(NC(=O)Nc3ccccc3)cc2C1=O
    ·, -1, -2, -3, 9, -5, 0.1, -1
> C[C@H]1CCCCO[C@@H](CN(C)C(=O)Nc2cccc3ccccc23)[C@@H](C)CN([C@@H](C)CO)C(=O)c2cc(NS(=O)(=O)c3ccc(Cl)cc3)ccc2O1
    125*, -2, 5, 2, 5, 1, 0.1, -13
> O=c1[nH]c(=O)n(C(c2ccccc2)(c2ccccc2)c2ccccc2)cc1N(CCO)CCO
    ·, ·, ·, 5, ·, -5, 0.0, 25
> C[C@H]1CN([C@@H](C)CO)C(=O)c2cc(Br)cnc2O[C@@H]1CN(C)C(=O)C1CCCCC1
    9, 1, -1, -5, 4, -7, 0.5, 8
> O=C(O)CN1C(=O)/C(=C\c2cc(Br)ccc2OCc2ccc([N+](=O)[O-])cc2)SC1=S
    -1, -3, 0, 7, 6, -11, 0.1, 3
> CC(C(=O)NC1CC1)c1ncc(C(F)(F)F)cc1Cl (configuration not stated)
    ·, ·, ·, 0, 0, -2, 0.0, -2
> O=C(CSc1ncnc2sc3c(c12)CCC3)N1CCOCC1
    -1, ·, ·, -5, 1, -12, -0.1, 0
> CCOc1ccc(NC(=O)c2c(N)n(C)c(=O)[nH]c2=O)cc1
    -2, -4, 1, ·, ·, ·, 0.1, -22
> COC(=O)C1=C(C(=O)OC)[C@]2([C@H]3CCCCN[C@@H](Cc4ccccc4)C(=O)N3Cc3ccccc3)C=C[C@H]1O2
    -37, ·, 4, ·, ·, -2, -0.1, -18
> C[C@@H]1CN([C@H](C)CO)C(=O)c2ccccc2-c2ccccc2CO[C@@H]1CN(C)Cc1ccc(O)cc1
    17, 5, -2, 2, 0, 3, -0.4, 1
> C=CCN(c1ccccc1Cl)S(=O)(=O)c1cc(C(=O)N2CCCC2)ccc1Cl
    ·, -2, 4, 28, 1, -2, 0.0, 11
> Cc1ccc2nc(/N=C(\N)NC(=O)NC3CCCCC3)nc(C)c2c1
    ·, 10, -1, ·, -1, -3, 0.2, -4
> COc1cccc(-c2ccc([C@H]3[C@H]4CN(C(=O)C5CCCC5)CC(=O)N4[C@H]3CO)cc2)c1
    ·, 3, ·, 1, 1, 8, 0.4, 3
> Cc1ccc(OCCn2cnc3c2c(=O)n(C)c(=O)n3C)cc1
    1, -8, -1, 0, 1, -1, 0.4, 9
> CNC[C@H]1OCCCC[C@@H](C)Oc2ccc(NC(=O)C3CCCCC3)cc2C(=O)N([C@@H](C)CO)C[C@H]1C
    -10, 17, 4, 0, 2, -2, -0.9, -15
> C/C(Cc1ccccc1)=N\NC(=O)CNC(=O)c1ccccc1F
    11, 7, -1, -2, 2, 5, 0.1, 2
> CCCCC1(c2ccc(F)cc2)NC(=O)N(CC(=O)N2CCN(C(=O)c3ccco3)CC2)C1=O (configuration not stated)
    1, ·, 16, 4, 1, 4, 0.0, 0
> CO[C@@H]1CN(C)C(=O)c2ccc(NC(=O)C3CCOCC3)cc2OC[C@@H](C)N(C)C[C@H]1C
    3, -3, -2, ·, ·, ·, 0.1, -7
> Cc1cccc(OCC(=O)NCC(=O)N/N=C/c2cc(Br)cc(Br)c2O)c1
    ·, 10, -1, 2, 1, -3, 0.0, 35
> O=C1c2oc3ccc(F)cc3c(=O)c2C(c2cccc(O)c2)N1CCCN1CCOCC1 (configuration not stated)
    2, ·, 2, -2, ·, -1, 0.2, 6
> Clc1ccc(C[n+]2cc(-c3ccccc3)n3c2CCC3)cc1Cl
    -106, 4, 1, 1, 0, 8, 0.3, ·
> O=S(=O)(c1ccccc1)N1CCN(c2ccccc2)CC1
    -7, -8, -1, -2, -1, 0, 0.1, -12
> CCc1ccccc1NC(=O)C1CCN(C(=O)N2CCOc3ccccc32)CC1
    11, -1, 3, 4, 1, -2, -0.1, 6
> Cc1ccc(C(=O)NC(=S)Nc2ccccc2N2CCCC2)cc1[N+](=O)[O-]
    ·, 3, 1, -1, -1, -6, -0.3, -14
> CC(C)CN(C(=O)COC(=O)CCCc1nc2ccccc2s1)c1c(N)n(Cc2ccccc2)c(=O)[nH]c1=O
    ·, ·, ·, 0, 0, -2, 0.4, 8
> O=C(NC1CCCC1)[C@H]1[C@H](CO)[C@H]2Cn3c(cccc3=O)[C@H]2N1CC1CCOCC1
    ·, 4, ·, 0, 1, -4, 0.0, 10
> CCN=C1NC(CCc2ccccc2)C(C(=O)OC)=C(C)N1Cc1ccc(C(F)(F)F)cc1 (configuration not stated)
    ·, ·, ·, -2, ·, -3, 0.0, -21
> Oc1ccc(/C=N/Nc2cccc(Cl)n2)c(O)c1
    11, -6, -2, -2, -1, -14, 0.0, -86
> c1coc(C2=Nc3cccc4cccc(c34)N2)c1
    ?, 0, 0, 8, 1, 2, 0.1, 1
> Cc1cc(NC(=O)CS(=O)(=O)c2ccc(Cl)cc2)no1
    -6, -27, 13, -1, 2, 0, 0.1, 3
> NC(=O)c1cnn(-c2ccc3ccccc3c2)c1N
    9, ·, -4, 2, -6, -3, -0.2, -51
> COCCNC(=O)/C(C#N)=C/c1c(N2CCN(C)CC2)nc2c(C)cccn2c1=O
    -10, 5, 1, -40, -47, -1, 0.0, -7
> CCc1ccc(NC(=O)c2cnn(-c3ccccc3)c2C2CCNCC2)cc1
    ·, ·, ·, 1, -4, 1, 0.0, 11
> Cc1ccc(S(=O)(=O)N2CC[C@@H]3[C@@H](CO)N(C)c4ccc(-c5cccc(C#N)c5)cc4[C@@H]32)cc1
    20, -13, 0, -4, -5, -4, 0.3, 21
> Cc1ccc(S(=O)(=O)Nc2ccc3c(c2)C(=O)N([C@@H](C)CO)C[C@H](C)[C@H](CN(C)Cc2ccncc2)OCCCC[C@H](C)O3)cc1
    ·, -4, -4, -5, 8, -3, 0.1, -36
> O=C(C[C@@H]1CC[C@@H](NC(=O)C2CCC2)[C@H](CO)O1)NCC1CC1
    3, ?, -18, 1, -1, 9, -0.1, -11
> COc1cccc(C(=O)Nc2sc3c(c2C#N)CCN(C(C)=O)C3)c1
    ·, ·, ·, -2, 1, 6, 0.4, 14
> COc1cccc(N2CCN(c3ccc4nnc(CCC(=O)N5CCN(C)CC5)n4n3)CC2)c1
    4, ·, 2, 0, -5, -2, 0.0, 7
> COc1ccc(CNC(=O)Nc2nnc([C@H]3C[C@H](O)[C@@H](CO)O3)s2)cc1
    8, 6, -2, -1, ·, -1, 0.1, -17
> N#Cc1ccc(C2CC(OCCF)=CC(=O)O2)cc1 (configuration not stated)
    ·, ·, ·, -2, -8, -15, 0.0, 3
> CCN(CC)C(=O)c1cn(CCC#N)nc1-c1ccc2c(c1)OCCO2
    ·, ·, ·, -1, 0, -20, 0.4, 9
> COc1ccc(-n2nc(C(=O)NCC(=O)N3CCOCC3)c3ccccc3c2=O)cc1Cl
    1, 8, 0, 1, 0, 6, 0.2, -3
> O=C(N/N=C/c1c[nH]c2ccccc12)c1ccc(O)c(O)c1
    3, ·, 0, 7, 5, 8, 0.2, 10
> CCOCCCNC(=O)C(NC(=O)c1ccc(=O)[nH]c1)c1ccc(C)cc1 (configuration not stated)
    7, -6, 0, 2, 6, 2, -0.2, -21
> O=C(CSCC(=O)N1CCCCC1)Nc1nc(-c2ccccc2)c(-c2ccccc2)s1
    11, 10, -3, 5, -4, 0, 0.0, 8
> CCOC(=O)C1Nc2ccc(C)cc2C2C=CCC12 (configuration not stated)
    -10, ·, 5, 1, -2, -3, 0.1, -2
> CCCNC(=O)NC[C@H]1[C@@H](c2ccc(C3=CCCC3)cc2)[C@H](CO)N1C(C)=O
    -2, 7, 0, ·, ·, ·, 0.0, -6

Complete entries from above:
N#Cc1ccc(C2CC(OCCF)=CC(=O)O2)cc1 (configuration not stated) reads C2C12 statin: ·; PGC1a acetyl inh: ·; Cneo AK release: ·; ERAP1 inh: -2; SIRT5 block: -8; S100A4 inh HTS: -15; XiGFP reactiv: 0.0; LGR2 antag: 3
O=C(N/N=C/c1c[nH]c2ccccc12)c1ccc(O)c(O)c1 reads C2C12 statin: 3; PGC1a acetyl inh: ·; Cneo AK release: 0; ERAP1 inh: 7; SIRT5 block: 5; S100A4 inh HTS: 8; XiGFP reactiv: 0.2; LGR2 antag: 10

Further entries follow.
Below each compound – C2C12 statin, PGC1a acetyl inh, Cneo AK release, ERAP1 inh, SIRT5 block, S100A4 inh HTS, XiGFP reactiv, LGR2 antag
> C[C@H]1CN([C@@H](C)CO)C(=O)c2cc(NC(=O)CCN3CCOCC3)ccc2O[C@H]1CN(C)C(=O)Nc1cccc2ccccc12
    26, 19, -6, ·, ·, ·, 0.0, -1
> O=C(CNC(=O)c1ccccc1)N/N=C/c1cn[nH]c1-c1ccccc1
    ·, -2, 8, ·, ·, ·, -0.2, 4
> CCOc1ccccc1NC(=O)c1cc2ccccc2oc1=O
    3, 2, 9, 1, 0, 1, 0.0, 11
> CCC(=O)Nc1sc2c(c1C#N)CCC2
    ·, ·, ·, 4, 4, -7, 0.0, 8
> Cc1nnsc1S(=O)(=O)c1ccccc1
    -7, -1, 1, 0, -3, 4, 0.0, 9
> N#Cc1ccccc1CCN1C(=O)c2ccccc2C1=O
    5, ·, -1, -5, -5, 1, 0.0, -8
> S=C(NCc1ccccc1)Nc1ccc(Cl)cc1
    -55, 16, ·, 8, -3, -1, 0.0, -24
